Gal4-VP16 FLuc – VP16 counterscreen qHTS for inhibitors of ROR gamma transcriptional activity | Drosophila S2 Gal4-VP16 UAS-luciferase, luminescence, 20 h | Potency, µM (highest dose often 53.6 µM), without a hit: at the top dose activity, negative = inhibition, usual class: inhibitors | 3.5% of 310,000 active;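 further: Gal4-VP16 expression switched on by copper sulfate through the metallothionein promoter; potency means the concentration at half of the fitted maximal effect; on the % scale 0 is the no-effect control and ±100 the full control effect; nearly all actives have a fitted effect of over 50% in size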
NPC1 promoter act – qHTS Assay for NPC1 Promoter Activators; 2.4% of 320,000 active; Potency, µM (top dose mostly 9.22 µM), for inactives: at the top dose activation, most hits filed as activators; Huh7 NPC1 promoter luciferase reporter, 24 h; AID 485313, 2010;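 further: potency means the concentration at half of the fitted maximal effect; % of control where 0% means no effect; nearly all actives have a fitted effect of over 60% in size; reporter is driven by a mutant NPC1 promoter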
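Luminescence from an NPC1 promoter-driven luciferase reporter in stably transfected Huh7 cells was measured after 24 h compound treatment at 37 °C, followed by 10 min ambient incubation with luciferase detection reagent.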
Rab9 promoter act – qHTS Assay for Rab9 Promoter Activators; Huh7 Rab9 promoter-luciferase reporter, luminescence, 24 h; Potency, µM (doses to about 9.22 µM), for inactives: top-dose activation, negative = inhibition, usual class: activators; 2.8% of 320,000 active; further: potency means the concentration at half of the fitted maximal effect; % of control where 0% means no effect; nearly all actives have a fitted effect of over 60% in size
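Quantitative HTS format; Huh7 Rab9-luciferase reporter cells (1500/well) receive compound 2 h post-plating, incubate 24 h at 37 °C, then get luciferase reagent for 10 min before luminescence reading.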
Menin MLL FP TR – qHTS Assay for Inhibitors Targeting the Menin-MLL Interaction in MLL Related Leukemias: Competition With Texas Red Labeled MLL-derived Mutant Peptide | O00255 | Potency, µM (top dose mostly 61.6 µM), for inactives: at the top dose FP activity change, negative = inhibition, hits mostly inhibitors | Menin + Texas Red MLL mutant peptide, fluorescence polarization | AID 1768, 2009 | 0.23% of 270,000 active; active means well fitted inhibition curve with a large enough effect in the polarisation, with a control signal flat, not every such curve was filed as active; inconclusive means small, poorly fitted or top-dose-only effect, or effect the other way, or a change in a side signal; inactive means no such curve, though single readings can be large or run the other way; the % refers to the polarisation; further: potency means the concentration at half of the fitted maximal effect; % of control where 0% means no effect; many of its hits are not listed in these tables
Target sequence (O00255 whole entry, looked up): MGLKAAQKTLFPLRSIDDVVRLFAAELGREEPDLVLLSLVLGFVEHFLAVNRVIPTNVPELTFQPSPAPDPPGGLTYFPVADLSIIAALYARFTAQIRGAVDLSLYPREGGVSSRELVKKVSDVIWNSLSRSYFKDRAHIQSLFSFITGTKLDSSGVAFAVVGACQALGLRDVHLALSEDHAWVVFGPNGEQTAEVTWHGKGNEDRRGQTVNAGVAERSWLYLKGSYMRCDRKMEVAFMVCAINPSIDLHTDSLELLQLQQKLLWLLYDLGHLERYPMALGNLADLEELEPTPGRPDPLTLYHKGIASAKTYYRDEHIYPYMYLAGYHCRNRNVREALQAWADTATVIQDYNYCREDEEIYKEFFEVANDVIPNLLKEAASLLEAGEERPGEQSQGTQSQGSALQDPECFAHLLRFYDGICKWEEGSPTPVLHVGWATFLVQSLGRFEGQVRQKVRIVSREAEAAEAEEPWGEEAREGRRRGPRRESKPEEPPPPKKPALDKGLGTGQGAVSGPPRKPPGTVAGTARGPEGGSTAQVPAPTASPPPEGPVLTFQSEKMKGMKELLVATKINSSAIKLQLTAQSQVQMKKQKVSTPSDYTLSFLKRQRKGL
Giardia kill – Small Molecules that selectively kill Giardia lamblia: qHTS. Giardia lamblia trophozoite viability. activity change, % at 7.66 µM, hits read low. 0.15% of 340,000 active. AID 540267, 2011; in the data active means activity change below about -80%; inconclusive means between about -30% and that limit;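 further: parasites exposed to compound for two days anaerobically before the ATP read; on the % scale 0 is the no-effect control and ±100 the full control effect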
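Giardia lamblia trophozoites (100 cells/well) were incubated with compounds for 48 h at 37 deg C under anaerobic conditions. Viability was read as ATP content by one-step luminescence after 15-30 min at room temperature.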
RORg inh – qHTS for inhibitors of ROR gamma transcriptional activity. Nuclear receptor ROR-gamma (Mus musculus), P51450. Drosophila S2 Gal4-RORgamma UAS-luciferase reporter, 20 h. Potency, µM (highest dose often 53.6 µM), for inactives: at the top dose activity change, negative = inhibition, actives largely listed as inhibitors. 5.4% of 310,000 active. AID 2551, 2010; further: potency means the concentration at half of the fitted maximal effect; on the % scale 0 is the no-effect control and ±100 the full control effect; nearly all actives have a fitted effect of over 60% in size
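Drosophila S2 cells stably expressing Gal4-DBD/mouse RORγ fusion under metallothionein promoter plus UAS-luciferase; compound 1 h, then 700 uM CuSO4 induction for 20 h at ambient temperature; inhibition read as reduced luminescence.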
p53 reactivation – qHTS assay for re-activators of p53 using a Luc reporter. H1299 p53-A138V BP100-luciferase reporter, luminescence, 24 h. Potency, µM (doses to about 92.2 µM), without a hit: top-dose activity change, positive = activation, actives largely listed as activators. 0.063% of 320,000 active. AID 504706, 2011; further: potency means the concentration at half of the fitted maximal effect; % of control where 0% means no effect; nearly all actives have a fitted effect of over 45% in size
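p53-null H1299 cells stably carrying temperature-sensitive p53-A138V and a BP100-luciferase reporter were pinned with compounds (4-point, 1:5 series) and held 24 hrs at 37 deg C. Luminescence was read 10 min after detection reagent.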
BRCA1 expr act – qHTS Assay to Identify Small Molecule Activators of BRCA1 Expression; MCF7-BRCA1-FFLuc reporter, luminescence, 48 h; response scale: scaled: vehicle 0%, 10 µM genistein 100%; Potency, µM (top dose mostly 46.1 µM), without a hit: at the top dose activation, most hits filed as activators; 1.1% of 380,000 active; AID 624202, 2012; further: potency means the concentration at half of the fitted maximal effect; nearly all actives have a fitted effect of over 80% in size; some results filed as inactive show a strong effect at the top dose
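Cells: MCF7-BRCA1-FFLuc, 2000/well. Exposure: 48 h, 37 °C, 5% CO2. Read: luminescence, 15 min post-substrate. Controls: genistein 10 microM (maximal activation), DMSO (neutral).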
ELG1 genotox – qHTS screen for small molecules that induce genotoxicity in human embryonic kidney (HEK293T) cells expressing luciferase-tagged ELG1 | 1.3% of 330,000 active | Potency, µM (series often up to 46 µM), for inactives: at the highest dose activity change, positive = activation, actives largely listed as activators | HEK293T ELG1-luciferase reporter, luminescence, 16 h; further: potency means the concentration at half of the fitted maximal effect; % of control where 0% means no effect; nearly all actives have a fitted effect of over 60% in size
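16 hr compound incubation (37 °C, 5% CO2) of HEK293T cells carrying luciferase-tagged ELG1; luciferase then measured by ONE-Glo luminescence after 30 min at RT.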
* marks the source's active call; other numbers are inactive results; ? = inconclusive; . = not tested or not shown; & = joins results of further samples; [ ] = another dose, or the depositor's remark. Unless noted, the call rests on the fitted dose curve; in most records, active means well fitted curve in the direction sought with a large enough effect; inconclusive means small, poorly fitted or top-dose-only effect, or another doubt; inactive means no such curve, though single readings can be large; an effect the other way counts as inactive or inconclusive. The list is partial. The share of hits here may be higher or lower than overall.

Order of values: RORg inh | p53 reactivation | BRCA1 expr act | NPC1 promoter act | ELG1 genotox | Giardia kill | Rab9 promoter act | Gal4-VP16 FLuc | Menin MLL FP TR
CCOC(=O)[C@]12Cc3c(cc(OC)c(OC)c3OC)[C@H]1N(C)C(=O)c1ccccc12
 : . | . | 0% | . | . | . | . | . | .
O=c1[nH]c2ccccc2n1C1CCN(C(c2ccnc3ccccc23)c2nnnn2-c2ccc3c(c2)OCCO3)CC1 (stereo not drawn)
 : . | . | -60% | . | . | . | . | . | .
CSCCC(c1nnnn1-c1ccc2c(c1)OCCO2)N1CCC(n2c(=O)[nH]c3ccccc32)CC1 (stereo not drawn)
 : . | . | -48% | . | . | . | . | . | .
CC(C)CN1Cc2cc(-c3ccccc3)ccc2-n2nncc2C1
 : . | . | 16% | . | . | . | . | . | .
C[C@H](CO)N1C[C@H](C)[C@@H](CN(C)C(=O)Oc2ccccc2)OCc2cnnn2CCCC1=O
 : . | . | 4% | . | . | . | . | . | .
O=c1[nH]/c(=C\c2ccc(N(CCCl)CCCl)cc2)c(=O)[nH]/c1=C\c1ccc(N(CCCl)CCCl)cc1
 : . | . | -15% | . | . | . | . | . | .
CCOC(=O)[C@]12Cc3ccccc3[C@H]1N(Cc1ccccc1)C(=O)c1cc(F)c(F)cc12
 : . | . | -8% | . | . | . | . | . | .
CCC(c1nnnn1-c1ccc(OC)cc1)N1CCC(n2c(=O)[nH]c3ccccc32)CC1 (stereo not drawn)
 : . | . | -4% | . | . | . | . | . | .
O=C1NCN(c2ccccc2)C12CCN(C(c1ccnc3ccccc13)c1nnnn1-c1ccc3c(c1)OCCO3)CC2 (stereo not drawn)
 : . | . | -51% | . | . | . | . | . | .
O=C1c2ccccc2-n2nnc(-c3ccccc3)c2C2c3ccccc3CCN12 (stereo not drawn)
 : . | . | -3% | . | . | . | . | . | .
COc1ccc(C(=O)OCC2CN2c2cccc([N+](=O)[O-])c2)cc1 (stereo not drawn)
 : . | . | -10% | . | . | . | . | . | .
COc1c(OP2(=S)OCC(C)(C)CO2)cnn(C2CCCCC2)c1=O
 : . | . | -2% | . | . | . | . | . | .
OCC1OC(n2cnc3cc(Cl)c(Cl)cc32)C(O)C1O (stereo not drawn)
 : ? | . | -53% | . | . | . | . | ? | 3%&3%
C[C@@H]1O[C@@H](O[C@H]2C[C@@H](O)[C@]3(CO)[C@@H]4C(CC[C@]3(O)C2)[C@@]2(O)CC[C@H]([C@@H]3COC(=O)C3)[C@@]2(C)C[C@H]4O)[C@H](O)[C@H](O)[C@H]1O (stereo partly drawn)
 : . | . | . | -34%[inhibitor][46.1 µM] | . | . | -43%[inhibitor][46.1 µM] | . | .
O=[N+]([O-])/C=C/c1ccc2c(c1)OCO2
 : . | . | . | -34%[inhibitor][46.1 µM] | . | . | -44%[inhibitor][46.1 µM] | . | .
COc1cc(OC)c(/C=C2/C(=O)Nc3ccccc32)c(OC)c1
 : . | . | . | -16%[46.1 µM] | . | . | -31%[inhibitor][46.1 µM] | . | -1%
CCOC(=O)c1ncn2c1[C@@H]1CCCN1C(=O)c1cc(OC)ccc1-2
 : . | . | . | -3%[46.1 µM] | . | . | -9%[46.1 µM] | . | -6%
NC(CCCCCP(=O)(O)O)C(=O)O (stereo not drawn)
 : . | . | . | 7%[46.1 µM] | . | . | 6%[46.1 µM] | . | -16%
NCC(CP(=O)(O)O)c1ccc(Cl)cc1 (stereo not drawn)
 : . | . | . | -3%[46.1 µM] | . | . | 8%[46.1 µM] | . | -3%
C=CCN1C[C@@H](C)N([C@H](c2ccc(C(=O)N(CC)CC)cc2)c2cccc(OC)c2)C[C@@H]1C
 : . | . | . | -11%[46.1 µM] | . | . | -10%[46.1 µM] | . | ?
Oc1ccc2c3c1O[C@H]1c4[nH]c5ccccc5c4C[C@@]4(O)C(C2)N(CC2CC2)CCC314 (stereo partly drawn)
 : . | . | . | -10%[46.1 µM] | . | . | -20%[46.1 µM] | . | -8%
CC(=O)[C@H]1CCC2C3CC[C@H]4C[C@H](O)CC[C@]4(C)C3CC[C@@]21C (stereo partly drawn)
 : . | . | . | -3%[46.1 µM] | . | . | -12%[46.1 µM] | . | ?
C#C[C@]1(O)[C@H](O)CC2C3CC[C@H]4C[C@@H](O)CC[C@]4(C)C3CC[C@@]21C (stereo partly drawn)
 : . | 1% | . | . | -1% | . | . | . | .
C[C@]12CCC3C(CC[C@H]4C[C@@H](O)CC[C@]34C)C1C[C@H](Br)[C@@H]2O (stereo partly drawn)
 : . | -2% | . | . | -1% | . | . | . | .
C[C@]12CCC3C(CC[C@H]4C[C@H](O)CC[C@]34C)C1C[C@@H](CCCCl)[C@@H]2O (stereo partly drawn)
 : . | -2% | . | . | -3% | . | . | . | .
CC1CC(C)CC(C)C(O)C(C#N)=CC=CCC(C2CCCC2C(=O)O)OC(=O)CC(O)C(C)C1 (stereo not drawn)
 : . | . | -90% | . | . | ? | . | . | .
CC1CCCN1CCC(C(N)=O)(c1ccccc1)c1ccccc1 (stereo not drawn)
 : . | . | -19% | . | . | 16 | . | . | .
c1cc2c(cc1N1CCCCC1)C1CC2CCN1 (stereo not drawn)
 : . | . | 45% | . | . | 37[activator] | . | . | .
Cc1ccnc(NC(=O)CCCc2ccc(N(CCCl)CCCl)cc2)n1
 : . | . | -10% | . | . | -5 | . | . | .
O=C1NC(=O)C(Cc2ccccc2)C(=O)N1
 : . | . | -13% | . | . | -10 | . | . | .

More records follow:
Order of values: RORg inh | p53 reactivation | BRCA1 expr act | NPC1 promoter act | ELG1 genotox | Giardia kill | Rab9 promoter act | Gal4-VP16 FLuc | Menin MLL FP TR
O=C1CC=C2C3CC4N(CCC45c4cc(O)c(O)cc4N1C25)CC3=CCBr (stereo not drawn)
 : . | . | -20% | . | . | -6 | . | . | .
N#C/C(=C\c1ccc(O)cc1)C(=O)O (tested in a mixture with another compound)
 : . | . | 0% | . | . | ? | . | . | .
CC(=O)O[C@H]1CCC2C3CC[C@H]4[C@@H](O)[C@H](O)CC[C@]4(C)C3CC[C@@]21C (stereo partly drawn)
 : . | . | -20% | . | . | 8 | . | . | .
COc1cc2c(cc1OC)C13CCN4C=C5CCOC6CC(=O)N2C1C6C5CC43 (stereo not drawn)
 : . | . | -13% | . | . | 1 | . | . | .
COC(=O)C1=C(c2cc3ccccc3o2)C[C@@H]2CC[C@H]1N2C(=O)NCc1ccc(F)cc1
 : . | . | -40% | . | . | -2 | . | . | .
Cc1nc2ccccc2c(=O)n1/N=C/c1cc(Br)cc(Br)c1O
 : . | . | -85% | . | . | -2 | . | . | .
C=CC12CN(C)[C@@H]3C4CO[C@H](C[C@H]41)[C@]1(C(=O)Nc4ccccc41)[C@@H]32 (stereo partly drawn)
 : . | . | 4% | . | . | 0 | . | . | .
CC1(C)NC(=S)C(C)(C)N1N=O
 : . | . | 4% | . | . | 11 | . | . | .
CC1CC=CCC12C(=O)NC(=S)NC2=O (stereo not drawn)
 : . | . | 6% | . | . | 25 | . | . | .
c1cc(OCCN2CC2)ccn1
 : . | . | 4% | . | . | 25 | . | . | .
CN(CC#CCN1CCCC1)C(=O)c1cccc(Cl)c1
 : . | . | -2% | . | . | -11 | . | . | .
Cc1csc(NC(=O)C(Cl)c2ccccc2)n1 (stereo not drawn) (tested in a mixture with another compound)
 : . | . | 17% | . | . | 6 | . | . | .
COC(=O)C1=C(c2cc3ccccc3o2)C[C@@H]2CC[C@H]1N2C(=O)N1CCC(O)CC1
 : . | . | -8% | . | . | 4 | . | . | .
O=C1NC(=O)C(=CCc2ccccc2)C(=O)N1
 : . | . | -10% | . | . | 7 | . | . | .
Cc1ccc(N=Cc2c(O)n(-c3ccc(C)cc3)c(=O)[nH]c2=O)cc1
 : . | . | 1% | . | . | -8 | . | . | .
O=C1NC(=O)C(=Cc2cccs2)C(=O)N1
 : . | . | -6% | . | . | 18 | . | . | .
CCOC(=O)CC1c2ccccc2-n2nncc2CN1C (stereo not drawn)
 : . | . | 3% | . | . | -5 | . | . | .
Cc1cccc(C(O)(C(=O)O)c2ccccc2)c1 (stereo not drawn)
 : . | . | -19% | . | . | 12 | . | . | .

Screens (PubChem)
